Lamin A splicing = changes lamin A minigene splicing in HeLa cells. Potency, µM (series often up to 46.1 µM), inactives show top-dose ratio change, negative = inhibition, hits mostly inhibitors. AID 1487. 200,000 tested, 0.01% active. HeLa LMNA splicing GFP/RFP minigene ratio, 48 h; active means well fitted inhibition curve with a large enough effect in the signal ratio, with a control signal flat, not every such curve was filed as active; inconclusive means small, poorly fitted or top-dose-only effect, or effect the other way, or a change in a side signal; the % refers to the signal ratio; further: potency means the concentration at half of the fitted maximal effect; on the % scale 0 is the no-effect control and ±100 the full control effect
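Read-out is the ratio of GFP to DsRed2 object intensity, acquired by 488 nm laser-scanning cytometry on HeLa lamin A-EGFP minigene reporter cells. Compound incubation 48 hrs at 37 °C in Opti-MEM with 2% FBS; DMSO 0.5% final.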
GAA glycogen mod = GAA glycogen-cleavage inhibition or activation. recombinant GAA, glycogen substrate, Amplex Red glucose oxidase fluorescence. Potency, µM (highest dose often 76.4 µM), without a hit: top-dose activity change, negative = inhibition, actives largely listed as inhibitors. 300,000 tested, 0.38% active. AID 2100;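 further: potency means the concentration at half of the fitted maximal effect; 0% = full enzyme reaction and -100% = no-enzyme basal signal; the screen sought inhibitors and activators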
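Recombinant enzyme (4 nM final) with compounds titrated up to 77 uM and bovine liver glycogen (30 ug) in citrate pH 5.0, 0.01% Tween-20, 37 C 40 min. Released glucose detected by Amplex Red/glucose oxidase (Ex 573/Em 610); AC50 from Hill fits.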
CBFb RUNX1 block = inhibitors of human CBF-beta and RUNX1 interaction; AlphaScreen CBFb-His/RUNX1-biotin binding, biochemical; Potency, µM (titrated, usually from 59.8 µM), inactives show at the highest dose activity, negative = inhibition, usual class: inhibitors; 230,000 tested, under 10 active; further: % of control where 0% means no effect
Target sequence (Q01196 whole entry, looked up): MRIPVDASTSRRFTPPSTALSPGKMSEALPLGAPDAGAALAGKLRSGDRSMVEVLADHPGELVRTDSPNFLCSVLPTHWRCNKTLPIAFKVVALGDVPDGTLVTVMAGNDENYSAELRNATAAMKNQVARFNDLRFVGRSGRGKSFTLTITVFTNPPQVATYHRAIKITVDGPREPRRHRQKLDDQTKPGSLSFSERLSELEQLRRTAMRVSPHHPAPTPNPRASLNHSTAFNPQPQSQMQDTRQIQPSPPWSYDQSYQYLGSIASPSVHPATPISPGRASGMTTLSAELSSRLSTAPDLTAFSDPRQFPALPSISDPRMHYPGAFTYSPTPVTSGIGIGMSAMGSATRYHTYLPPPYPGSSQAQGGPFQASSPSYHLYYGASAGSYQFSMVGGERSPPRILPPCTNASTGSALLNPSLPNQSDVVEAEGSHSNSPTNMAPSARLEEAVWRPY
Target sequence (Q13951 whole entry, looked up): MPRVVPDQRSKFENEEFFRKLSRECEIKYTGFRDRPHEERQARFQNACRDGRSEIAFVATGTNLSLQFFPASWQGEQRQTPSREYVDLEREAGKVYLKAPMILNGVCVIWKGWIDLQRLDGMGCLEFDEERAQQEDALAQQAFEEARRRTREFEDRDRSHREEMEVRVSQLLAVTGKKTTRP
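Compounds were screened at multiple concentrations against a preformed CBF-beta(His)/RUNX1(biotin) complex (30 nM of each) for 15 min at room temperature, followed by 90 min with nickel and streptavidin beads and AlphaScreen reading.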
HTT aggregate = inhibitors of mutant huntingtin aggregate formation in PC12 cells; PC12 HttQ103-GFP aggregates, Acumen cytometry, 40 h; Potency, µM (titrated, usually from 46.1 µM), without a hit: at the top dose activity change, negative = inhibition, hits mostly inhibitors; 220,000 tested, 1.1% active; further: potency means the concentration at half of the fitted maximal effect; on the % scale 0 is the no-effect control and ±100 the full control effect; nearly all actives have a fitted effect of over 60% in size
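Huntingtin Q103 exon 1–GFP aggregates in induced PC12 cells (100 nM tebufenozide) were quantified by cytometry from lysates, with compounds dosed in titration.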
GAA inhib = alpha-glucosidase (human) inhibition. P10253. purified human GAA, 4-MU-alpha-glucoside fluorescence. Potency, µM (top dose mostly 76.9 µM), inactives show at the top dose activity change, negative = inhibition, most hits filed as inhibitors. 200,000 tested, 0.005% active. AID 1466;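 further: potency means the concentration at half of the fitted maximal effect; plate controls were uninhibited enzyme wells for no effect and no-enzyme background for full effect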
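Read-out is 4-methylumbelliferone fluorescence (Ex 365/Em 440 nm) after NaOH/glycine stop at pH 10. Enzyme 4 nM, substrate 400 uM, pH 5.0 citrate buffer, 20 min room temperature; AC50 from Hill-equation concentration-response.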
HTT cytoprotect = cytoprotection in Huntington HTT-Q103 PC12 cell model; PC12 HTT-Q103 induced, cytoprotection, ATP luminescence, 40 h; Potency, µM (highest dose often 56.4 µM), for inactives: cytoprotection (ATP increase), actives largely listed as activators; 230,000 tested, 0.14% active;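 further: potency means the concentration at half of the fitted maximal effect; % of control where 0% means no effect; nearly all actives have a fitted effect of over 45% in size; toxic huntingtin expression switched on by the ecdysone agonist tebufenozide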
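Compounds added alongside 100 nM tebufenozide, which induces toxic Q103 huntingtin exon 1-GFP in stable PC12 cells; surviving cells quantified by luminescent ATP measurement. Medium: phenol red-free DMEM, 5% equine and 5% calf serum.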
GAA spleen mod = lysosomal alpha-glucosidase (human) modulation | human spleen homogenate, 4-MU-alpha-glucoside fluorescence | Potency, µM (highest dose often 79.9 µM), for the others: top-dose activity change, negative = inhibition, actives largely listed as inhibitors | 240,000 tested, 0.006% active | AID 2112;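 further: potency means the concentration at half of the fitted maximal effect; 0% = enzyme with vehicle and -100% = no enzyme basal signal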
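Compounds were titrated against alpha-glucosidase in spleen homogenate at pH 5.0, with 1 mM 4-methylumbelliferyl substrate for 40 min at 37 C. Reactions were quenched with pH 10 NaOH/glycine and fluorescence measured.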
Numbers without * were called inactive; ? = inconclusive; . = no result given; [ ] = remark or other dose. Unless noted, the call rests on the fitted dose curve; in most records, active means well fitted curve in the direction sought with a large enough effect; inconclusive means small, poorly fitted or top-dose-only effect, or another doubt; inactive means no such curve, though single readings can be large; an effect the other way counts as inactive or inconclusive.

Field names: A = Lamin A splicing; B = GAA glycogen mod; C = CBFb RUNX1 block; D = HTT aggregate; E = GAA inhib; F = HTT cytoprotect; G = GAA spleen mod
COc1ccc(C)cc1NC(=O)NC1CCN(Cc2ccccc2)CC1
  A = 11% | B = -3% | C = -4% | D = -8% | E = -4% | F = 30%[1.9 µM] | G = -1%

Cc1ccc(Cl)cc1N1CCN(CC(=O)NC2CCCc3ccccc32)CC1 (centres undefined)
  A = -17% | B = -2% | C = 2% | D = 8% | E = 0% | F = -3%[1.9 µM] | G = -4%

CCc1ccc(OC)c(-c2csc(N)n2)c1
  A = 7%[46 µM] | B = 0% | C = -2% | D = 6%[9.22 µM] | E = -5% | F = 1%[10 µM] | G = -1%

COC(=O)c1ccc2c(c1)C(C)(C)C(/C=C/c1ccc(OC)c(OC)c1OC)=[N+]2C
  A = ? | B = -1% | C = -13% | D = 11µM* | E = 12% | F = -90%[inhibitor] | G = -4%

O=C(CCN1CCN(c2ccccc2)CC1)Nc1ccc(OCc2ccccc2)cc1
  A = 16% | B = 8% | C = -1% | D = -23% | E = 1% | F = -2%[10 µM] | G = 2%

Cn1c(=O)c2cnc(N3CCOCC3)nc2n(C)c1=O
  A = 8% | B = 1% | C = 4% | D = 30% | E = 0% | F = 16%[10 µM] | G = 0%

COc1ccccc1C(=O)Nc1ccc(CN2CCCCC2)cc1
  A = 7% | B = -2% | C = -1% | D = 12% | E = -8% | F = -8% | G = -7%

COc1cc(=O)n(C)c2c(OC[C@@H](O)C(C)(C)O)cccc12
  A = -15% | B = . | C = 14%[21.7 µM] | D = . | E = . | F = -7%[40.3 µM] | G = -2%[29.1 µM]

O=C(Cn1nc2ccccc2n1)N/N=C/c1ccc(F)cc1
  A = . | B = 4% | C = 2% | D = 3%[9.22 µM] | E = . | F = 1%[10 µM] | G = 6%

O=C(NCCCNCc1ccccc1)c1ccccn1
  A = -5% | B = 6% | C = 14% | D = 10%[9.22 µM] | E = -16% | F = -9% | G = 2%

COCCOC(=O)C1=C(C)NC(=O)NC1c1c(Cl)nc2ccccn2c1=O (centres undefined)
  A = -7% | B = -3% | C = 4% | D = 7% | E = -3% | F = -10%[10 µM] | G = -1%

Cn1c(NCc2c(O)ccc3ccccc23)nc2ccccc21
  A = 10% | B = -4% | C = -22% | D = -37% | E = -7% | F = 6% | G = -2%

COc1ccc(C(C)=O)cc1CSc1nnc(-c2ccc(Cl)cc2)n1-c1ccccc1
  A = 9% | B = -4% | C = -1% | D = 5% | E = ? | F = -25% | G = -13%

Cc1ccc(S(=O)(=O)Nc2nc3ccccc3nc2NCC2CCCO2)c(C)c1 (centres undefined)
  A = . | B = -3% | C = 20% | D = 22%[9.22 µM] | E = . | F = 20%[10 µM] | G = -2%

COC(=O)C(C(=O)Nc1nc2ccccc2s1)C1CCCC1 (centres undefined)
  A = 16%[46 µM] | B = -10% | C = 5% | D = 18% | E = 9% | F = -20% | G = 12%

COc1ccc2c(c1OC)C(=O)OC2Nc1nc(-c2ccc(-c3ccccc3)cc2)cs1 (centres undefined)
  A = -13% | B = -16% | C = -2% | D = 2% | E = 1% | F = -46%[inhibitor][10 µM] | G = 3%

COc1ccc(/C=N/NC(=O)c2cc(C34CC5CC(CC(C5)C3)C4)[nH]n2)cc1OC
  A = -1% | B = -2% | C = 3% | D = 20% | E = 1% | F = 22%[10 µM] | G = 1%

Cn1c2ccccc2c2cnn(CC(=O)Nc3cccc(F)c3)c(=O)c21
  A = . | B = -11% | C = 0% | D = 11%[9.22 µM] | E = . | F = 15%[10 µM] | G = -3%

Cc1cc2ccccc2c(=O)n1CC(=O)N(C)c1ccc(F)cc1
  A = -11% | B = 6% | C = -2% | D = 1% | E = ? | F = 34%[10 µM] | G = -20%

COc1ccc(C(=O)NCCN2CCOCC2)c(OC)c1
  A = ? | B = -6% | C = 6% | D = 12% | E = 5% | F = -6% | G = -4%

CC(C)Oc1ccc(/C=N/NC(=O)C2CCCN2S(=O)(=O)c2ccc(Cl)cc2)cc1 (centres undefined)
  A = 7% | B = 0% | C = -6% | D = -18% | E = -1% | F = -13% | G = -19%

COc1ccc(OCCOc2ccccc2[N+](=O)[O-])cc1
  A = -5% | B = 12% | C = 0% | D = -3% | E = 0% | F = 5%[10 µM] | G = -4%

O=C(N/N=C/C=C\c1ccccc1[N+](=O)[O-])c1ccco1
  A = . | B = 2% | C = -1% | D = 18% | E = -4% | F = 4%[10 µM] | G = 1%

CC(C)(C)C(=O)Nc1c(Cl)cccc1OC(F)(F)F
  A = . | B = 13% | C = -2% | D = 9%[9.22 µM] | E = 2% | F = 3%[10 µM] | G = 2%

C=CCNC(=S)NNC(=O)COc1ccc(Cl)cc1Cl
  A = -3% | B = -26% | C = 3% | D = 2% | E = 0% | F = -16%[10 µM] | G = -5%

Cc1ccc(S(=O)(=O)N(c2ccc(Br)cc2)C2C=CS(=O)(=O)C2)cc1 (centres undefined)
  A = 18%[46 µM] | B = 9% | C = 3% | D = 33% | E = -9% | F = -30% | G = -1%

O=C(NC(=S)Nc1cccc2cnccc12)c1ccccc1
  A = . | B = 16% | C = -13% | D = ? | E = 10% | F = 5% | G = 4%

CCCCN(C)C(=O)c1nc2ccccn2c1CN1CCN(c2cnccn2)CC1
  A = . | B = -14% | C = 6% | D = 12% | E = -2% | F = -31%[inhibitor] | G = -4%

CC(C)C(=O)NC(=S)/C=C1/N(C)c2ccccc2C1(C)C
  A = 1%[46 µM] | B = ? | C = -61% | D = ? | E = -15% | F = -98%[inhibitor] | G = -13%

N=C(N)SCc1cccc2ccccc12
  A = 16% | B = 5% | C = 6% | D = ? | E = -2% | F = -5% | G = -4%

CN(c1ccc(C(=O)NCc2ccccc2)cc1)S(C)(=O)=O
  A = -7% | B = 2% | C = 1% | D = -25% | E = -9% | F = 11% | G = -1%

COc1ccc(C(=O)n2nnc3ccccc32)cc1Br
  A = 3% | B = -4% | C = 1% | D = 5% | E = -3% | F = -9%[0.074 µM] | G = -3%

COc1ccc(/C=N/NC(=O)c2ccc(NC(=O)c3cccc([N+](=O)[O-])c3)cc2)c(OC)c1
  A = ? | B = 0% | C = -15% | D = 7% | E = -7% | F = -36% | G = 1%

C/C(=N/NC(=O)C1COc2ccccc2O1)c1ccco1 (centres undefined)
  A = -11% | B = 14% | C = -1% | D = -4% | E = 0% | F = 5%[10 µM] | G = -6%

CC(=O)Nc1c(N)c2ccccc2oc1=O
  A = . | B = 0% | C = -1% | D = 3% | E = -2% | F = -13% | G = 1%

COC(=O)c1cc(S(=O)(=O)C(C)C)c(S(C)=O)s1 (centres undefined)
  A = ? | B = 2% | C = 1% | D = 22%[9.22 µM] | E = -4% | F = 12%[10 µM] | G = -5%

C/C(=N\OCc1ccccc1)c1c(O)cc(C(C)C)n(-c2ccccc2)c1=O
  A = ? | B = 7% | C = 5% | D = 7% | E = 3% | F = . | G = 3%

CCOC(=O)c1cnc(SCC(=O)Nc2ccc(NC(=O)CC)c(OC)c2)nc1N
  A = -13% | B = 3% | C = 11% | D = 12% | E = 2% | F = -12%[10 µM] | G = -5%

Cn1cc(Cl)c(C(=O)NNC(=S)NCc2ccco2)n1
  A = . | B = -11% | C = -20% | D = 12% | E = 1% | F = 42%[10 µM] | G = 6%

Clc1ccc(-c2cc3ccccc3[nH]2)cc1
  A = -8% | B = -14% | C = 5% | D = -7% | E = 0% | F = -3% | G = -3%

COc1ccccc1N1CCN(Cc2ccc(Br)o2)CC1
  A = -3% | B = 4% | C = 8% | D = 32% | E = -3% | F = 2% | G = -10%

CCn1c(SCC(=O)c2ccc(Cl)cc2)nnc1-c1ccoc1C
  A = -13% | B = -2% | C = -2% | D = ? | E = -5% | F = -8%[10 µM] | G = -7%

Cn1c(C(=O)NCCN2CCN(c3ccccc3F)CC2)cc2c(=O)n(C)c3ccccc3c21
  A = -7% | B = 4% | C = 4% | D = 22% | E = 0% | F = -27% | G = -1%

CCOC(=O)c1c(NC(=O)c2cc(-c3ccc(Cl)s3)nc3ccccc23)sc(C(N)=O)c1C
  A = 1% | B = -3% | C = 10% | D = 13% | E = 4% | F = -14%[10 µM] | G = 1%

CC(=O)Oc1ccccc1-n1c(C)nc(=O)c(-c2ccccc2)c1C
  A = . | B = 9% | C = 10% | D = -5%[9.22 µM] | E = . | F = 7%[10 µM] | G = -1%

Cc1cc(OCC(=O)c2cccc(C(F)(F)F)c2)n2cnnc2n1
  A = . | B = 0% | C = 12% | D = 27%[9.22 µM] | E = . | F = 25%[10 µM] | G = -19%

N#Cc1ccc(OCCN2C(=O)NC3(CCSC3)C2=O)cc1 (centres undefined)
  A = 6% | B = -2% | C = -4% | D = -22% | E = -1% | F = -31% | G = 2%

CCOc1ccccc1NC(=O)C(=O)/C=C(\O)c1cc(OC)ccc1OC
  A = 4% | B = 11% | C = -13% | D = -18% | E = -5% | F = 18%[10 µM] | G = -2%

O=C(Nc1ccsn1)c1ccc(Cl)cc1Cl
  A = . | B = 1% | C = 10% | D = -3%[9.22 µM] | E = . | F = -15%[10 µM] | G = 0%

O=C(Nc1ccc2c(c1)OCO2)C1CC(c2c(F)cccc2Cl)=NO1 (centres undefined)
  A = -5% | B = 5% | C = -4% | D = 2% | E = -6% | F = -10%[0.074 µM] | G = 1%

Quoted at random: four records from the list.
Field names: A = Lamin A splicing; B = GAA glycogen mod; C = CBFb RUNX1 block; D = HTT aggregate; E = GAA inhib; F = HTT cytoprotect; G = GAA spleen mod
CC(C)C(=O)NC(=S)/C=C1/N(C)c2ccccc2C1(C)C
  A = 1%[46 µM] | B = ? | C = -61% | D = ? | E = -15% | F = -98%[inhibitor] | G = -13%

COC(=O)c1ccc2c(c1)C(C)(C)C(/C=C/c1ccc(OC)c(OC)c1OC)=[N+]2C
  A = ? | B = -1% | C = -13% | D = 11µM* | E = 12% | F = -90%[inhibitor] | G = -4%

COc1ccc(/C=N/NC(=O)c2ccc(NC(=O)c3cccc([N+](=O)[O-])c3)cc2)c(OC)c1
  A = ? | B = 0% | C = -15% | D = 7% | E = -7% | F = -36% | G = 1%

CC(C)(C)C(=O)Nc1c(Cl)cccc1OC(F)(F)F
  A = . | B = 13% | C = -2% | D = 9%[9.22 µM] | E = 2% | F = 3%[10 µM] | G = 2%
